PAFAH2 FP inh = inhibitors of human PAFAH2; inhibition, % at 3.39 µM; Q99487; recombinant PAFAH2, FP-rhodamine activity probe, fluorescence polarization; 0.99% of 340,000 active;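 active means inhibition above the mean over all tested compounds plus 3 SD, cut at about 30% in these data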;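 further: inhibitors block probe labeling of enzyme so polarization drops; 0% = enzyme with DMSO and 100% = wells lacking PAFAH2 protein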
PAFAH1B3 inh = PAFAH1B3 (human) inhibition; AID 492972; Q15102; recombinant PAFAH1B3, FP-rhodamine probe, fluorescence polarization; inhibition, % at 3.39 µM; 0.28% of 340,000 active;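 active means inhibition above the screen-wide average of all tested compounds plus 3 SD, cut at about 25% in these data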;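 further: 0% = enzyme with DMSO only and 100% = wells lacking PAFAH1B3 protein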
LYPLA1 counter = LYPLA1 (human) inhibition in PME1 counter-screen; O75608; recombinant LYPLA1, FP-Rh probe fluorescence polarization; inhibition, % at 5.9 µM; 0.16% of 320,000 active; AID 2174;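 active means inhibition above the mean of all tested compounds plus 3 SD, set per campaign, cut at about 14% in these data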;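 further: inhibitors block serine hydrolase probe labeling of LYPLA1 so polarization falls; 0% = enzyme with DMSO and 100% = wells lacking LYPLA1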
PAFAH1B2 inh = inhibitors of human PAFAH1B2; P68402; recombinant PAFAH1B2, FP-rhodamine activity probe, fluorescence polarization; inhibition, % at 3.39 µM; 1.2% of 340,000 active;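 active means inhibition above the mean of all tested compounds plus 3 SD, cut at about 24% in these data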;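 further: 0% = enzyme with DMSO and 100% = wells lacking PAFAH1B2; many of its hits are not listed in these tables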
GSTO1 inh = counter-screen for RBBP9 inhibitors: inhibitors of human GSTO1; AID 1974; 1.1% of 300,000 active; recombinant GSTO1, activity-based probe fluorescence polarization; inhibition, % at 5.96 µM; P78417;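 active means inhibition above the campaign mean inhibition plus 3 SD, cut at about 35% in these data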;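 further: 0% = GSTO1-1 with DMSO and 100% = wells lacking GSTO1-1 enzyme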
Target sequence (P78417 whole entry, looked up): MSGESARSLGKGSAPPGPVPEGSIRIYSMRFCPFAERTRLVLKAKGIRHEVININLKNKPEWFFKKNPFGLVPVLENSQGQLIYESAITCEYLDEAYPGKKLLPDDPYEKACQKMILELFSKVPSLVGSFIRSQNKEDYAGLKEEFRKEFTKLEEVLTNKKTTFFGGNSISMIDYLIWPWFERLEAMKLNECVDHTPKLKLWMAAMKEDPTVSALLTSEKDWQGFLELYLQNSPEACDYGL
LYPLA2 counter = counter-screen for PME1 inhibitors: inhibitors of human LYPLA2. O95372. 0.38% of 320,000 active. recombinant LYPLA2, FP-Rh probe fluorescence polarization. inhibition, % at 5.9 µM;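 active means inhibition above the screen-wide mean plus 3 SD, limit set per campaign, cut at about 26% in these data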;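 further: 0% = LYPLA2 with DMSO and 100% = wells lacking LYPLA2 enzyme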
PME-1 primary = blocks human protein phosphatase methylesterase 1; 0.53% of 320,000 active; recombinant PME-1, FP-Rh probe fluorescence polarization; Q9Y570; AID 2130; inhibition, % at 5.9 µM;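 active means inhibition above the campaign mean of all compounds plus 3 SD, cut at about 26% in these data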;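 further: competitive labeling of PME-1 active site by serine hydrolase directed probe; 0% = PME-1 with DMSO and 100% = wells lacking PME-1 enzyme; inhibitors block probe labeling so polarization falls and inhibition rises; many of its hits are not listed in these tables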
pPAFAH inh = pPAFAH (human) enzyme inhibition; Q13093; recombinant pPAFAH, FP-rhodamine probe fluorescence polarization; inhibition, % at 3.39 µM; 1.5% of 330,000 active;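 active means inhibition above the mean inhibition across the screen plus 3 SD, cut at about 25% in these data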;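 further: inhibitors block binding of the rhodamine activity-based probe so polarization drops; 0% = enzyme with DMSO and 100% = wells lacking pPAFAH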
Target sequence (Q13093 whole entry, looked up): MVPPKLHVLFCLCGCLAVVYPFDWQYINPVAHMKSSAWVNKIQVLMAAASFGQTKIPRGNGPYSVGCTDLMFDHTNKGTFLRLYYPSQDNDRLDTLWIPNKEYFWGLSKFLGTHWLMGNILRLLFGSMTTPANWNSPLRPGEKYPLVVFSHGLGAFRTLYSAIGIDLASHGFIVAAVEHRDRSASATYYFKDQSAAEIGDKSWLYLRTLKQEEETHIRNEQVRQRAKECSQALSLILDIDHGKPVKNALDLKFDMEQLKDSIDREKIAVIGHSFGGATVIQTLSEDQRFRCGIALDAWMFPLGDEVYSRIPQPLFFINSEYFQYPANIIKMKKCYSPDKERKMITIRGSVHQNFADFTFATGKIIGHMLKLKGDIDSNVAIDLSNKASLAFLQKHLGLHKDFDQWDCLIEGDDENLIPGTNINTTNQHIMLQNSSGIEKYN
PAD4 inh = inhibitors of human PAD4 | recombinant PAD4, RCA probe fluorescence polarization | inhibition, % at 6.36 µM | 0.41% of 330,000 active | AID 485272;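 active means percent inhibition above a cutoff equal to the mean of all tested compounds plus 3 SD, cut at about 15% in these data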;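 further: 0% = PAD4 with RCA probe and DMSO and 100% = probe without PAD4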
Active calls of the source: *; / = no result given. The list is partial; count on the stated rates, not on these rows.

Letter code: A = PAFAH2 FP inh; B = PAFAH1B3 inh; C = LYPLA1 counter; D = PAFAH1B2 inh; E = GSTO1 inh; F = LYPLA2 counter; G = PME-1 primary; H = pPAFAH inh; I = PAD4 inh
> COc1ccc(NC(=O)CN2CCC(C(=O)c3ccc(F)cc3)CC2)c(OC)c1
  A = 5; B = 11; C = -1; D = 6; E = -6; F = 0; G = 13; H = 10; I = -1

> CC(C)Oc1ccc(C(=O)NCc2cccnc2)cc1
  A = 0; B = -2; C = 1; D = 1; E = 6; F = 6; G = 1; H = 1; I = 2

> COc1ccc(/C=N/NC2=NS(=O)(=O)c3ccccc32)cc1OC(C)=O
  A = 2; B = 10; C = 3; D = 6; E = 1; F = 9; G = -3; H = -1; I = -6

> COc1cccc(CCc2nnc(CCC(=O)N(C)C3CC(C)(C)NC(C)(C)C3)o2)c1
  A = 11; B = 1; C = -1; D = 8; E = 3; F = 5; G = -3; H = 3; I = -3

> O=C(COC(=O)Cc1ccc(Cl)cc1)NC1CCCC1
  A = 12; B = 1; C = 1; D = 9; E = /; F = 0; G = 5; H = 26*; I = 8

> Cn1c(-c2ccc(=O)[nH]c2)nc2ccccc21
  A = /; B = /; C = 1; D = /; E = -1; F = 6; G = -1; H = 2; I = -2

> CCOc1cc([C@@H]2C[C@H]3CN(c4ccccc4)C(=O)[C@]34CCCN24)ccc1OC
  A = -2; B = 7; C = -3; D = 2; E = -4; F = -2; G = -6; H = -1; I = -11

> NC(=O)c1ccc[n+](CC(=O)c2ccc(Cl)c(Cl)c2)c1
  A = 0; B = 6; C = -1; D = 7; E = 2; F = 4; G = -2; H = 4; I = -4

> O=[n+]1cc(-c2ccccc2)n([O-])c2c1CCC2
  A = -7; B = 4; C = -3; D = -2; E = -4; F = 0; G = -2; H = 3; I = -4

> Cc1cccc(NC(=O)CSCc2cc(=O)n3c(C)csc3n2)c1C
  A = 1; B = 1; C = 2; D = 1; E = 4; F = 4; G = 3; H = -4; I = 2

> CCN1C(=O)c2cccc3c(S(=O)(=O)NCc4ccccc4)ccc1c23
  A = -3; B = -2; C = 2; D = 1; E = /; F = 6; G = 4; H = 0; I = -2

> CCOc1ccc(S(=O)(=O)N2CCN(C(=O)c3sccc3C)CC2)cc1
  A = 5; B = 8; C = -1; D = 2; E = 0; F = 1; G = 2; H = 2; I = -1

> COc1ccc(C2=NN(CCC(=O)NCC3CCCO3)C(=O)CC2)cc1 (stereo not given)
  A = -4; B = 10; C = 3; D = 7; E = 3; F = 4; G = 0; H = -1; I = 6

> O=C(Cc1ccc(Cl)c(Cl)c1)Nc1ccccc1N1CCOCC1
  A = -5; B = 6; C = 1; D = -2; E = 3; F = 2; G = -5; H = 7; I = 2

> Cc1c(N2C(=O)/C(=C3\C(=O)N(CC(=O)O)c4ccccc43)SC2=S)c(=O)n(-c2ccccc2)n1C
  A = -2; B = 6; C = -2; D = -1; E = 4; F = 4; G = -8; H = 2; I = 0

Taken from above:
For PME-1 primary, CCN1C(=O)c2cccc3c(S(=O)(=O)NCc4ccccc4)ccc1c23 is entered as 4
For pPAFAH inh, Cc1c(N2C(=O)/C(=C3\C(=O)N(CC(=O)O)c4ccccc43)SC2=S)c(=O)n(-c2ccccc2)n1C is entered as 2
For PAFAH1B3 inh, O=C(COC(=O)Cc1ccc(Cl)cc1)NC1CCCC1 is entered as 1

Five entries from above, with two lines to a compound:
Fields – PAFAH2 FP inh | PAFAH1B3 inh | LYPLA1 counter | PAFAH1B2 inh | GSTO1 inh | LYPLA2 counter | PME-1 primary | pPAFAH inh | PAD4 inh
- COc1cccc(CCc2nnc(CCC(=O)N(C)C3CC(C)(C)NC(C)(C)C3)o2)c1
→ 11 | 1 | -1 | 8 | 3 | 5 | -3 | 3 | -3
- O=C(COC(=O)Cc1ccc(Cl)cc1)NC1CCCC1
→ 12 | 1 | 1 | 9 | / | 0 | 5 | 26* | 8
- Cn1c(-c2ccc(=O)[nH]c2)nc2ccccc21
→ / | / | 1 | / | -1 | 6 | -1 | 2 | -2
- CCOc1cc([C@@H]2C[C@H]3CN(c4ccccc4)C(=O)[C@]34CCCN24)ccc1OC
→ -2 | 7 | -3 | 2 | -4 | -2 | -6 | -1 | -11
- NC(=O)c1ccc[n+](CC(=O)c2ccc(Cl)c(Cl)c2)c1
→ 0 | 6 | -1 | 7 | 2 | 4 | -2 | 4 | -4

Next results.
Letter code: A = PAFAH2 FP inh; B = PAFAH1B3 inh; C = LYPLA1 counter; D = PAFAH1B2 inh; E = GSTO1 inh; F = LYPLA2 counter; G = PME-1 primary; H = pPAFAH inh; I = PAD4 inh
> O=C(CSc1oc(-c2ccc(F)cc2)nc1S(=O)(=O)c1ccccc1)NCC1CCCO1 (stereo not given)
  A = 9; B = 1; C = -3; D = 10; E = 8; F = -2; G = 1; H = 3; I = -2

> COc1ccc(C2CC2/C(=N/OC(=O)c2cccs2)c2ccccc2)cc1 (stereo not given)
  A = 6; B = -3; C = -2; D = 0; E = -4; F = -4; G = -2; H = 4; I = 2

> Cc1ccc(NC(=O)CCSCCC(=O)Nc2ccc(C)c(C)c2)cc1C
  A = -15; B = -8; C = -7; D = 29*; E = -3; F = -13; G = -5; H = 5; I = 3

> CC(O)CNc1nc2ccccc2n1CC(=O)NCC(F)(F)F (stereo not given)
  A = -3; B = -1; C = -2; D = 0; E = 1; F = 7; G = 0; H = 1; I = 2

> O=c1[nH]nc(Cc2ccc(-c3ccccc3Cl)o2)c2ccccc12
  A = -6; B = -12; C = -3; D = -1; E = 9; F = 3; G = 4; H = 2; I = 1

> Cc1cccc(N2CCN(CC(=O)N(C)Cc3ccccc3)CC2C)c1 (stereo not given)
  A = 0; B = 1; C = 2; D = 5; E = 5; F = -5; G = -8; H = 2; I = 0

> Cc1nc(C)n(C)c(=O)c1-c1ccccc1
  A = -10; B = 8; C = 0; D = 5; E = 1; F = 3; G = 4; H = -1; I = 3

> CCOC(=O)c1c(C)[nH]c(C(=O)COC(=O)C(C)Oc2ccc(Cl)cc2Cl)c1C (stereo not given)
  A = -22; B = 9; C = -19; D = 0; E = -1; F = -34; G = -3; H = 2; I = -5

> CCOc1cc(C2C(C(=O)c3ccc(C)cc3)=C(C(=O)OC)Nc3nnnn32)ccc1O (stereo not given)
  A = 12; B = -3; C = 0; D = 10; E = 2; F = 5; G = 0; H = 2; I = -1

> CC1CN(C(=O)c2ccccc2)C(=Nc2cccc(S(=O)(=O)N(C)C)c2)S1 (stereo not given)
  A = 0; B = 7; C = 2; D = 1; E = 0; F = 3; G = 12; H = 3; I = 3

> CN(C)c1nc(N)nc(CSc2n[nH]c(-c3ccccc3)n2)n1
  A = 5; B = 4; C = -2; D = 2; E = 1; F = 3; G = -1; H = -3; I = -3

> COC(=O)c1ccccc1NC(=O)c1ccc(COc2ccccc2)o1
  A = -10; B = -4; C = -9; D = 3; E = -11; F = -6; G = -2; H = 4; I = -5

> Cc1ccc(C)c(N2CCN(C(=S)Nc3ccc4nc(N5CCN(C)CC5)cc(C)c4c3)CC2)c1
  A = -5; B = 4; C = 2; D = 2; E = 7; F = 1; G = 0; H = 9; I = -3
